Source: PubChem
EphA4 KYL inhibition = EphA4 ligand-binding antagonists – biochemical, colorimetric, mouse EphA4, primary screen (AID 689). EphA4-AP binding to KYL peptide, pNPP A405; higher % means a stronger effect. inhibition, % at 10 µM; hits with a dose series show IC50 in µM. 0.1% of 62,000 active; in the data active = a potency from the dose series; inactive = the rest, 99 in 100 with inhibition below about 22%
Active calls of the source: *.

SMILES | EphA4 KYL inhibition
COc1ccc(C2=NOC(C(=O)N3CCCc4ccccc43)C2)cc1 (configuration not stated) | -9.5%
COc1ccc(CN2CC34C=CC(O3)C(C(=O)O)C4C2=O)cc1 (configuration not stated) | -7.2%
CCOc1ccc(CCNC(=O)CCN2C(=O)COc3ccccc32)cc1OCC | -0.1%
CC(C)CC(c1nnnn1Cc1ccco1)N1CCN(C2CCCC2)CC1 (configuration not stated) | -15.0%
O=C(COc1ccccc1C(=O)N/N=C\c1ccc(O)c(O)c1)N/N=C/c1ccc(O)c(O)c1 | -1.7%
O=C(NCc1ccc(F)cc1)c1cc2n(n1)C(C(F)(F)F)CC(C1CC1)N2 (configuration not stated) | -3.4%
COc1ccccc1-c1cc(C(F)(F)F)nc(NCc2ccco2)n1 | 3.2%
Cn1nc(C(F)(F)F)c2cc(NC(=O)OCc3ccc(F)cc3)sc21 | 7.7%
Cc1ccccc1C(=O)Nc1ccccc1C(=O)N1CCCCC1 | -5.7%
S=C(c1ccc(-c2ccc(Cl)c(Cl)c2)o1)N1CCCCC1 | 0.2%
CC(=O)NC(c1ccccc1)c1cccnc1 (configuration not stated) | 1.3%
COc1cccc(C2CC(c3ccccc3OC)n3nc(N)nc3N2)c1 (configuration not stated) | 2.2%
CC(=O)c1cc(C#N)c(Oc2cccc(C(F)(F)F)c2)nc1C | -6.4%
CC(Oc1cccc(Cl)c1)C(=O)Nc1ccccc1C(=O)N1CCN(Cc2ccccc2)CC1 (configuration not stated) | -13.0%
CCCS(=O)(=O)N1CCCC(C(=O)N2CCN(c3ccccn3)CC2)C1 (configuration not stated) | -5.1%
COc1ccc(-c2cc(C(=O)Nc3cccc(C(C)=O)c3)no2)cc1 | -7.6%
C/C(=C\C(=O)c1ccc(C)cc1)Nc1cccc(O)c1 | -4.6%
COc1ccc(C(=O)N2CCc3cc(OC)c(OC)cc3C2)cc1OC | 8.6%
Fc1ccccc1CSc1ncnc2c1oc1ccccc12 | 0.4%
COc1ccc(CN(Cc2nc3ccccc3c(=O)[nH]2)C(=O)C(C)(C)C)cc1 | -4.2%

Quoted from the entries so far (2 entries):
SMILES | EphA4 KYL inhibition
CCCS(=O)(=O)N1CCCC(C(=O)N2CCN(c3ccccn3)CC2)C1 (configuration not stated) | -5.1%
COc1ccc(-c2cc(C(=O)Nc3cccc(C(C)=O)c3)no2)cc1 | -7.6%

Further compounds follow.
SMILES | EphA4 KYL inhibition
CC(C)CCNC(=O)C(c1ccco1)N(Cc1ccc(F)cc1)C(=O)c1snc(C(N)=O)c1N (configuration not stated) | -21.8%
Cc1ccccc1OCc1nc(-c2ccc(-n3cccc3)cc2)no1 | -2.8%
CC(C)n1c(CCC(=O)O)ccc1-c1ccccc1 | -4.2%
COc1cc(CNCc2ccncc2)cc(Br)c1OCc1ccccc1F | -1.3%
O=C(Cn1cnc2c(cnn2-c2ccc(F)cc2)c1=O)NCC1CCCO1 (configuration not stated) | -6.8%
Oc1ccccc1-c1cc(-c2cccc(F)c2)n[nH]1 | -6.1%
Cc1ccc(OCCCC(=O)Nc2nncs2)cc1 | -6.5%
COc1ccc2[nH]cc(C(=O)CN3CCCCC3C)c2c1 (configuration not stated) | 4.3%
CC(CC(=O)NC1CCCC1)c1ccccc1 (configuration not stated) | -9.7%
COc1ccc(C(=O)Nc2ccccc2C(N)=O)cc1[N+](=O)[O-] | -7.8%
COc1cccc(-c2cc(C(F)(F)F)nc(N3CCOCC3)n2)c1 | -7.2%
CCOC(=O)c1ccc(N2C(=O)CC(N(C)Cc3ccccc3)C2=O)cc1 (configuration not stated) | -2.6%
CC(=O)c1c(N2CCCC2)nc(=S)n(-c2ccccc2)c1C | 6.1%
O=C(O)CSc1cccc2cccnc12 | 2.2%
Cc1ccc(C(C)C)c(OCC(=O)Nc2ccc(Cl)c(NC(=O)c3ccco3)c2)c1 | -0.8%
CSC1=C(C#N)C(CC(C)C)C(C(C)=O)=C(C)N1 (configuration not stated) | -16.8%
Cc1sc(NC(=O)CSc2nnnn2C2CCCC2)c(C#N)c1C | -5.7%
O=C(c1ccccc1)c1cnc(-c2ccc(Cl)cc2)s1 | -18.1%
CC(c1nnc(SCn2nnc3ccccc3c2=O)n1-c1ccc(Cl)cc1)N(C)C (configuration not stated) | -21.2%
O=C(NCC(F)(F)F)N1CCOCC1 | -7.3%
Cc1cc(Cl)ccc1OCC(=O)Nc1ccc(Cl)cn1 | -7.2%
Cc1c(NC(=O)OCCNC(=O)Nc2ccccc2)sc(=S)n1C | -3.4%
Cc1ccc2c(c1)SC1=NC(c3ccccc3)(C(F)(F)F)NC(=O)N12 (configuration not stated) | 3.3%
Cc1c(Cl)cccc1NC(=O)CN1CCC(C(O)(c2ccccc2)c2ccccc2)CC1 | -7.7%
CC(C)(C)c1nc2ccccc2[nH]1 | 5.1%
Clc1cccc(CSc2nnc([C@@H]3CCCN3)o2)c1 | 10.4%
Cc1ccc(S(=O)(=O)NC(=O)NC(C)(C)C)cc1 | -7.6%
OC(CN1CCCCC1)CN1CCCCC1 | -4.5%
Cc1ccc(N(C(=O)C(F)(F)F)C(C(=O)NC2CCCCC2)c2cccs2)cc1C (configuration not stated) | -10.2%
Cc1ccc(N2CC(C(=O)OCc3ccccc3)CC2=O)cc1 (configuration not stated) | -12.0%
CCn1cc(-c2nnnn2-c2ccc(Cl)cc2)c(=O)c2ccccc21 | -6.4%
O=C(c1cccc(C(F)(F)F)c1)N1CCN(c2cc(=O)[nH]nc2-c2ccccc2)CC1 | -4.3%
Cc1cccc(NC(=O)c2ccccc2C(F)(F)F)c1C | 1.7%
O=C(Nc1ccccc1C1CC1)c1cccs1 | -0.5%
COc1ccc(NS(=O)(=O)c2ccc(OC)c(OC)c2)cc1 | -4.0%
COc1cc(C(c2sc3ncnn3c2O)N2CCN(c3ccccc3F)CC2)cc(OC)c1OC (configuration not stated) | -2.3%
CCOC(=O)N1CCN(C(=O)COc2ccc(S(=O)(=O)NCc3ccccc3)cc2)CC1 | -4.2%
COc1cccc(NC(=O)C2CC(=O)N(c3ccc(Cl)cc3)C2)c1 (configuration not stated) | -3.9%
Cc1ccccc1OCCCC(=O)Nc1ccc(N2CCOCC2)cc1 | -7.5%
CCOc1ccc(/C=C2\C(=O)NC(=O)N(c3ccc(Cl)cc3)C2=O)cc1Cl | -5.9%
O=C1CCCc2nn(-c3ccccc3)c(-c3ccncc3)c21 | 16.8%
Cc1ccc(CNC(=O)CS(=O)Cc2nc(-c3cccs3)oc2C)cc1 (configuration not stated) | -2.0%
CS(=O)(=O)N(Cc1ccccc1)c1ccccc1C(=O)O | -4.5%
O=C(CSc1nc2cc(Cl)ccc2o1)c1cccs1 | -6.6%
Cc1onc(-c2ccccc2)c1C(=O)N1CC(C)OC(C)C1 (configuration not stated) | 6.6%
COC(=O)c1cc(NC2c3ccccc3C(=O)N2Cc2ccco2)cc(C(=O)OC)c1 (configuration not stated) | -32.7%
O=C(NCCc1ccccc1)c1ccc(CS(=O)(=O)Cc2ccccc2F)o1 | -4.3%
COc1ccc(-c2nn3c(C4CCCCC4)nnc3s2)cc1OC | -1.4%
O=C(CSCc1ccccc1)Nc1cccc(C(=O)Nc2ccc(C(=O)O)cc2)c1 | -1.9%
O=c1c2c(-c3cccs3)csc2ncn1-c1ccc(Br)cc1 | -5.6%
O=S(=O)(c1ccc(Cl)s1)N1CCc2ccccc2C1 | -10.3%
CS(=O)(=O)N(Cc1ccc(Cl)cc1)c1ccc(C(=O)O)cc1 | -4.5%
O=C(CSc1nc2ccccc2n1CC(=O)NCc1ccccc1)NCc1ccco1 | -10.0%
O=S(=O)(c1ccccc1Cl)N1CCCC1c1nc(-c2ccccc2Cl)no1 (configuration not stated) | -6.0%
O=C(Nc1ccc(Nc2ccccc2)cc1)c1cccc(I)c1 | 9.5%
CC(C)CCNC(=O)c1ccc([N+](=O)[O-])cc1Cl | -0.8%
FC(F)(F)c1nc(N2CCCC2)ncc1-c1nnnn1-c1ccc(Cl)cc1 | -17.8%
COc1ccc(C(=O)Oc2cc(C(=S)N3CCOCC3)ccc2OC)cc1 | -7.2%
CCOC(=O)C1=C(C)NC(C)=C(C(=O)OCC)C1C(=O)O | -4.3%
Cc1occc1C(=O)OCC(=O)Nc1ccc(F)cc1 | -26.3%

Other results follow.
SMILES | EphA4 KYL inhibition
CC(C)(C)N1C(=O)c2ccc(C(=O)Nc3cccc(O)c3)cc2C1=O | -8.1%
CC(=O)N1N=C(c2cccc(Cl)c2)OC1c1ccc(C(C)C)cc1 (configuration not stated) | -0.4%
C(=C\c1nc2ccccc2nc1/C=C/c1ccccc1)/c1ccccc1 | 3.5%
CCOC(=O)N1CCC(NC(=O)c2ccc3c(=O)n4c(nc3c2)CCCC4)CC1 | 2.7%
CC(C)(C)c1cc(/C=N/NC(=O)Cc2nc3ccccc3[nH]2)cc(C(C)(C)C)c1O | -4.9%
CCOC(=O)C1CCCN(c2c(NCC3CCCN3CC)c(=O)c2=O)C1 (configuration not stated) | 4.2%
COc1cc(C2NC(=O)NC(C)=C2C(=O)OCCc2ccccc2)cc(Cl)c1O (configuration not stated) | -4.0%
CCN1C(=O)C(NC(C)=O)c2cc(Br)ccc21 (configuration not stated) | -3.2%
CCOC(=O)C1=C(C)NC(=S)NC1c1ccc(-c2cccc(Cl)c2C)o1 (configuration not stated) | -4.0%
CCN1C(=S)SC(=O)C1=C1C=C(C)N(CCO)C(C)=C1 | 7.8%
Cc1[nH]c2ccc(CNS(=O)(=O)c3ccc(S(=O)(=O)N4CCOCC4)cc3)cc2c1C | -25.0%
Clc1ccc(OCc2nnc(SCc3nnc(-c4ccccc4)o3)o2)c(Cl)c1 | 2.9%
Cc1ccc(S(=O)(=O)N2CCN(C(=O)CSc3nnc(C)s3)C2)cc1 | -35.8%
N#Cc1sc2nc3c(c(-c4ccco4)c2c1N)CCCC3 | -12.9%
O=c1c(C(c2nnnn2C2CCCCC2)N2CCCCC2)coc2ccc(Cl)cc12 (configuration not stated) | -27.1%
CCc1ccccc1NC(=O)C(CC)c1ccccc1 (configuration not stated) | 0.8%
O=C(O)CCc1ccc(-c2ccccc2)n1NC(=O)c1sc2ccccc2c1Cl | -2.9%
COc1ccc2[nH]c3ccccc3c2c1 | 9.7%
FC(F)(F)c1cccc(Nc2nc(-c3ccncc3)nc3ccccc23)c1 | 1.4%
CCOC(=O)CCN(Cc1cccs1)S(=O)(=O)c1ccc(F)cc1 | -10.6%

Another view of two compounds above:
| Compound | EphA4 KYL inhibition |
| --- | --- |
| COc1cc(C2NC(=O)NC(C)=C2C(=O)OCCc2ccccc2)cc(Cl)c1O (configuration not stated) | -4.0% |
| O=c1c(C(c2nnnn2C2CCCCC2)N2CCCCC2)coc2ccc(Cl)cc12 (configuration not stated) | -27.1% |

Further entries.
SMILES | EphA4 KYL inhibition
[O-]/[N+](=C\c1ccc(OC(F)F)cc1)c1ccccc1 | -18.3%
O=C(CCNc1ccc(Cl)cc1)c1cccs1 | 11.1%
Cn1c(CSCc2ccc(Cl)cc2)nnc1SCC(=O)Nc1nc2ccccc2s1 | 3.3%
CC1=C(C(=O)OC(C)C)C(c2c(O)ccc3ccccc23)NC(=O)N1 (configuration not stated) | -1.1%
O=C(CCN1C(=O)c2ccccc2S1(=O)=O)N1CCN(c2ccccc2)CC1 | -4.3%
CCOC(=O)N1CCC(NC(=O)c2ccc3c(c2)sc2nc(-c4ccc(OC)cc4)cn23)CC1 | -11.9%
Cc1ccc(-c2csc3ncn(CC(=O)N4CCOCC4)c(=O)c23)cc1C | -3.0%
Cc1oc2c(O)c(O)ccc2c(=O)c1-c1cnn(-c2ccccc2)c1 | 22.9%
COc1ccc(OC)c(NC(=O)/C(=C/c2ccccc2)c2ccccc2)c1 | -8.1%
O=S(=O)(c1cccc(-c2nc3n(n2)Cc2ccccc2-3)c1)N1CCCC1 | -48.6%
O=C(c1ccc(F)c2ccccc12)N1CCc2ccccc21 | -3.5%
O=S(=O)(/N=C/c1ccccc1)c1cccs1 | -10.0%
O=C(Nc1ccc(-c2csc(-c3ccccc3)n2)cc1)c1ccccc1 | -2.7%
N#CC1=C(N)NC(SCC(=O)O)=C(C#N)C12CCCC2 | 3.6%
COc1ccc(-c2nc(NC(=O)c3cc(C(C)(C)C)nn3C)sc2C)cc1 | 6.4%
COCCCNC(=O)C(=O)Nc1ccc(Cl)cc1C | -5.8%
CC(=O)c1ccc(NC(=O)CN(c2ccccc2)S(=O)(=O)c2ccccc2[N+](=O)[O-])cc1 | -14.7%
CCOC(=O)c1oc2ccccc2c1NC(=O)c1cc(OC)cc(OC)c1 | -21.9%
N/C(=N\S(=O)(=O)c1ccc(Cl)cc1)c1ccc(F)cc1 | -2.8%
CC(C)OCCCNC(=O)C1CCC(=O)N1C1CCCC1 (configuration not stated) | -2.3%

Some of the entries above, set out differently.
Structure	EphA4 KYL inhibition
Cc1ccc(-c2csc3ncn(CC(=O)N4CCOCC4)c(=O)c23)cc1C	-3.0%
Cc1oc2c(O)c(O)ccc2c(=O)c1-c1cnn(-c2ccccc2)c1	22.9%
COc1ccc(OC)c(NC(=O)/C(=C/c2ccccc2)c2ccccc2)c1	-8.1%

Back to the main list, starting 4 compounds before the break.
SMILES | EphA4 KYL inhibition
CC(=O)c1ccc(NC(=O)CN(c2ccccc2)S(=O)(=O)c2ccccc2[N+](=O)[O-])cc1 | -14.7%
CCOC(=O)c1oc2ccccc2c1NC(=O)c1cc(OC)cc(OC)c1 | -21.9%
N/C(=N\S(=O)(=O)c1ccc(Cl)cc1)c1ccc(F)cc1 | -2.8%
CC(C)OCCCNC(=O)C1CCC(=O)N1C1CCCC1 (configuration not stated) | -2.3%
COc1cccc(NC(=O)C(NCCC(C)C)c2ccccc2)c1 (configuration not stated) | -11.0%
COc1ccc(Nc2nc(N)nc(SCc3nnc(C)s3)n2)cc1 | 4.5%
COC(=O)c1ccc(C(=O)OC)c(NC(=O)CSCc2ccc(Cl)cc2)c1 | -18.7%
N#Cc1nc(COc2ccc(Cl)cc2Cl)oc1N1CCOCC1 | 2.0%
Cc1ccccc1C(=O)Nc1ccccc1C(=O)N/N=C\c1ccco1 | -4.8%
O=c1c(Cl)c(N2CCN(S(=O)(=O)c3ccc(F)cc3)CC2)cnn1-c1cccc(Cl)c1 | -12.8%
COc1cc(C2C3=C(Nc4ncnn42)c2ccccc2CC3)cc(OC)c1OC (configuration not stated) | -4.1%
O=C(NCc1ccco1)C(c1cccnc1)N(C(=O)Cn1nnc2ccccc21)c1ccccc1 (configuration not stated) | -1.7%
O=C(NCc1ccc2c(c1)OCO2)C1CCCN1C(=O)Nc1ccc(F)cc1 (configuration not stated) | 3.1%

These rows are one share of the data, so the mix of outcomes need not match the whole.
